Screening results from PubChem BioAssay.
Y pestis TopoI = Yersinia pestis topoisomerase I inhibitors, primary screen, biochemical, cleavage product accumulation, plate reader, single point; DNA topoisomerase I (Yersinia pestis CO92); Y. pestis Topo-I cleavage product accumulation; activity, % at 10 µM; 0.064% of 360,000 active; AID 504884, 2011; in the data active = activity above about 50%, passing the limit was not always enough; inconclusive = no clear call, values can overlap the other calls; also: inactives centre near 2
Rv3671c inh = Rv3671c serine protease inhibitors, primary screen, biochemical, fluorescence polarization, M. tuberculosis H37Rv. P9WHR9. inhibition, % at 5.96 µM. 0.048% of 320,000 active. AID 2606, 2010; in the data active = inhibition above about 38%;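 also: extracellular domain of Rv3671c used as enzyme; 0% = enzyme with DMSO and 100% = no enzyme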
Vc quorum ag = inducers of Vibrio cholerae quorum light production without autoinducers, primary screen, BH1578 luxS cqsA deficient, single point; V. cholerae BH1578 lux reporter, luminescence, 6 h; activation, % at 18.7 µM; 0.16% of 350,000 active; in the data active = activation mostly above about 9.7%, no sharp cut-off; inconclusive = no clear call, values can overlap the other calls; inactive = mostly below about 3.7%; also: not every result past the cut was called active; inactives centre near 0; reference of the scale not given here
VHR inh abs = VHR1 phosphatase inhibitors, primary screen, biochemical, absorbance, uHTS | 0.52% of 290,000 active | AID 1654, 2009 | inhibition, % at 13.3 µM | recombinant VHR phosphatase, pNPP absorbance; in the data active = inhibition above about 50%; also: some compounds called inactive have numbers as strong as hits
PrPC surface inh = inhibitors of human cell surface prion protein PrPC, primary screen, cell-based, TR-FRET; 0.43% of 370,000 active; Major prion protein (Homo sapiens), P04156; TR-FRET read-out; AID 720596, 2013; inhibition, % at 13.8 µM; in the data active = inhibition above about 24%; also: 0% = median of the test wells and 100% = reference compound wells
CCHF vOTU inh = CCHFV vOTU protease inhibitors, primary screen, biochemical, Pep-AMC substrate, fluorescence | 0.55% of 370,000 active | Crimean-Congo hemorrhagic fever virus L polyprotein viral ovarian tumor (vOTU) protease … | inhibition, % at 11.5 µM; in the data active = inhibition above about 30%; also: 0% = vehicle wells with enzyme and 100% = no enzyme wells
3CLpro inhibitor = SARS-CoV 3CLpro protease inhibitors, primary screen, biochemical, quenched FRET. AID 1706, 2009. 0.14% of 290,000 active. Replicase polyprotein 1ab (Severe acute respiratory syndrome coronavirus), P0C6X7. recombinant SARS-CoV 3CLpro, quenched FRET peptide cleavage. inhibition, % at 6 µM; in the data active = inhibition above about 12%
TcdB inh = TcdB glycohydrolase inhibitors, primary screen, biochemical, single point, plate reader; Toxin B (Clostridioides difficile), P18177; TcdB glycohydrolase enzymatic assay; inhibition, % at 9.99 µM; 0.24% of 350,000 active; AID 652162, 2013; in the data active = inhibition above about 10%
SSB-PriA inh = inhibitors of Klebsiella pneumoniae PriA binding to SSB C-terminal tail, primary screen, biochemical, AlphaScreen | PriA–SSB C-terminal tail interaction (Klebsiella pneumoniae) | AlphaScreen SSBct-PriA binding, biotinylated peptide | inhibition, % at 33 µM | 0.6% of 430,000 active | AID 1272365, 2023; in the data active = inhibition mostly above about 37%, no sharp cut-off; inactive = mostly below about 20%;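 also: plate controls were negative control peptide for no effect and reference peptide for full effect; strong numbers were not always called active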
MazF activator = activators of E. coli MazEF toxin-antitoxin RNase, primary screen, biochemical, fluorescence, uHTS; Endoribonuclease toxin MazF (Escherichia coli (strain K12)), P0AE70; FAM/BHQ RNA-DNA oligo cleavage fluorescence, 5 h; activation, % at 20 µM; 0.32% of 350,000 active; AID 504720, 2011; in the data active = activation above about 50%
Numbers without * were called inactive; & = joins results of further samples. These rows are one share of the data; rates above refer to the full screens.

`CC(=O)c1ccc(OCc2cc(C(=O)N(C)CC3COc4ccccc4O3)no2)cc1` (configuration not stated) gave Y pestis TopoI 25.1, Vc quorum ag -0.3, PrPC surface inh 8.3, CCHF vOTU inh 10.1, TcdB inh 0.4 and MazF activator 0.1.
For O=C1N=C(N2CCCCC2)S/C1=C\c1ccccc1F the results were Y pestis TopoI -4.7, Rv3671c inh 6.3, Vc quorum ag -0.4, VHR inh abs -3.8, PrPC surface inh -6.2, CCHF vOTU inh -0.2, 3CLpro inhibitor -3.2, TcdB inh 0.7, SSB-PriA inh 9.0 and MazF activator 2.3.
For O=C(NC(Oc1ccccc1)C(Cl)(Cl)Cl)c1ccccc1 (configuration not stated) the results were Y pestis TopoI -0.6, Rv3671c inh -0.2, Vc quorum ag 1.6, VHR inh abs 14.7, PrPC surface inh -7.6, CCHF vOTU inh -9.4, 3CLpro inhibitor 2.7, SSB-PriA inh -16.9 and MazF activator -1.6.
O=C(c1cc2cc(Br)ccc2o1)N1CCCCC1 was read as Y pestis TopoI 12.5, Rv3671c inh -7.9, Vc quorum ag inactive, VHR inh abs 11.8, PrPC surface inh 5.0, CCHF vOTU inh -1.8, 3CLpro inhibitor 3.3, TcdB inh 1.8, SSB-PriA inh -11.0 and MazF activator 4.9.
Cc1ccc(OC/C(=N\O)C(C)(C)C)c([N+](=O)[O-])c1 was read as Y pestis TopoI inconclusive, Rv3671c inh -9.4, Vc quorum ag -0.3, VHR inh abs 5.8, PrPC surface inh 6.1, CCHF vOTU inh 6.0, 3CLpro inhibitor -3.1, TcdB inh 2.6 and MazF activator 1.9.
Screening O=C(CSc1cnc2ccccc2n1)NC1CCCC1 returned Y pestis TopoI 3.4, Rv3671c inh -2.2, Vc quorum ag -0.7, VHR inh abs -3.8, PrPC surface inh 33.1*, CCHF vOTU inh 6.0, 3CLpro inhibitor 2.8, SSB-PriA inh 0.2 and MazF activator 2.1.
COc1cccc(S(=O)(=O)Nc2ccc3c(c2)[C@@H]2C[C@H](CC(=O)NCCc4ccccc4)O[C@H](CO)[C@@H]2O3)c1 was read as Y pestis TopoI 25.2, Vc quorum ag 0.7, PrPC surface inh 8.5, CCHF vOTU inh 3.2, TcdB inh -0.8&0.6 and MazF activator 3.9.
`C[N+]1(CCCCSc2ccc(O)cc2)CCCCC1` gave Y pestis TopoI -6.9, Rv3671c inh -0.9, Vc quorum ag -1.7, VHR inh abs 1.9, PrPC surface inh -0.8, CCHF vOTU inh 4.8, 3CLpro inhibitor 2.2, TcdB inh 21.8*, SSB-PriA inh 11.1 and MazF activator -5.4.
`O=[N+]([O-])c1ccc(N2CCN(C(=S)NCc3ccc(Cl)cc3)CC2)cc1` gave Y pestis TopoI 1.7, Rv3671c inh -20.9, Vc quorum ag -0.2, VHR inh abs 10.3, PrPC surface inh 4.8, CCHF vOTU inh 21.5, 3CLpro inhibitor 8.3, TcdB inh 0.7, SSB-PriA inh -9.9 and MazF activator -11.8.
O=S(=O)(N(Cc1ccccc1)[C@@H](CO)Cc1ccccc1)N(Cc1ccccc1)[C@@H](CO)Cc1ccccc1 was read as Y pestis TopoI 17.4, Rv3671c inh -6.7, Vc quorum ag inactive, PrPC surface inh 8.3, CCHF vOTU inh 4.2, TcdB inh 0.3, SSB-PriA inh -9.5 and MazF activator -6.5.
COc1ccc(C(=O)NCC(=O)OCC(=O)N2CC(C)CC(C)C2)cc1 (configuration not stated) was read as Y pestis TopoI -7.3, Rv3671c inh -2.1, Vc quorum ag inactive, VHR inh abs 9.9, PrPC surface inh 2.0, CCHF vOTU inh -2.5, 3CLpro inhibitor -6.3, SSB-PriA inh -17.0 and MazF activator -1.9.
For CCOc1cc(NC(=S)NCC2CCCO2)c(OCC)cc1NC(=O)c1cccc(C)c1 (configuration not stated) the results were Y pestis TopoI -13.9, Rv3671c inh 17.6, Vc quorum ag -0.3, VHR inh abs 31.6, PrPC surface inh 4.8, CCHF vOTU inh 5.4, 3CLpro inhibitor -3.2, SSB-PriA inh 8.7 and MazF activator -1.0.
Screening Cc1ccsc1/C=N/n1c(-c2cccnc2)n[nH]c1=S returned Y pestis TopoI 4.1, Rv3671c inh -5.7, Vc quorum ag -0.1, VHR inh abs 35.1, PrPC surface inh -5.3, CCHF vOTU inh 5.2, 3CLpro inhibitor 1.1 and MazF activator 6.9.
For Cc1cc(C)cc(NC(=O)CSc2nnc(-c3ccccc3)n2N)c1 the results were Y pestis TopoI -2.4, Rv3671c inh 10.7, Vc quorum ag -2.9, VHR inh abs -13.2, PrPC surface inh 6.9, CCHF vOTU inh 7.0, 3CLpro inhibitor -1.7, SSB-PriA inh -11.8 and MazF activator -10.6.
For COC(=O)c1cn(NC(=O)Cc2cccc(OC)c2)c(=O)c2ccccc12 the results were Y pestis TopoI -0.8, Rv3671c inh -0.9, Vc quorum ag -0.5, VHR inh abs -0.2, PrPC surface inh -1.9, CCHF vOTU inh -1.6, 3CLpro inhibitor -1.5, TcdB inh 1.9, SSB-PriA inh -5.6 and MazF activator 0.5.
Screening CC1(C)Cc2c(C#N)c(NCC3CCCO3)nc(-c3ccco3)c2CO1 (configuration not stated) returned Y pestis TopoI 9.4, Rv3671c inh -1.1, Vc quorum ag inactive, VHR inh abs 10.9, PrPC surface inh -3.5, CCHF vOTU inh -46.5, 3CLpro inhibitor 3.5, SSB-PriA inh -14.3 and MazF activator -10.8.
For CCOC1=C(N2CC2)C(=O)C(OCC)=C(N2CC2)C1=O the results were Y pestis TopoI 9.0, Vc quorum ag inactive, PrPC surface inh 3.4, CCHF vOTU inh 3.2, TcdB inh -1.9, SSB-PriA inh -12.1 and MazF activator 0.2.
For Cc1cccc(-c2ccc3[nH]c4c(c3c2)CCN2C[C@@H]([C@H](C)O)[C@@H](N(C)C(=O)Nc3ccc(F)cc3)C[C@@H]42)c1 the results were Y pestis TopoI -4.9, Vc quorum ag inactive, PrPC surface inh -11.4, CCHF vOTU inh 2.8, TcdB inh 0.7 and MazF activator -4.0.
CCn1c(O)c(N=NC(=O)c2cccnc2)c2cc(Br)ccc21 was read as Y pestis TopoI -6.0, Rv3671c inh 3.3, Vc quorum ag -0.8, VHR inh abs 26.9, PrPC surface inh -9.0, CCHF vOTU inh 12.3, 3CLpro inhibitor 3.2, TcdB inh 1.4, SSB-PriA inh -5.0 and MazF activator 13.8.
Cc1cc(OCC(=O)Nn2cnnc2)c(C)cc1Br was read as Y pestis TopoI 7.3, Rv3671c inh 4.6, Vc quorum ag -0.3, VHR inh abs 2.0, PrPC surface inh -1.2, CCHF vOTU inh 5.3, 3CLpro inhibitor 0.9, SSB-PriA inh -6.9 and MazF activator 1.5.
`C(=N\n1cnnc1)/c1cccc(OCCOc2ccccc2)c1` gave Y pestis TopoI 9.0, Rv3671c inh -11.1, Vc quorum ag 2.4, VHR inh abs 10.8, PrPC surface inh 8.8, CCHF vOTU inh 1.2, 3CLpro inhibitor -4.8 and MazF activator -1.8.
Screening COc1cccc(C(=O)NC(=S)Nc2cccnc2)c1 returned Y pestis TopoI 1.9, Rv3671c inh -14.1, Vc quorum ag -0.3, VHR inh abs -13.3, PrPC surface inh 11.5, CCHF vOTU inh -5.2, 3CLpro inhibitor -1.0, TcdB inh 0.1, SSB-PriA inh 5.6 and MazF activator 6.7.
`NC(=O)C1(c2ccccc2)CCOCC1` gave Y pestis TopoI -3.5, Rv3671c inh 1.8, Vc quorum ag -0.1, VHR inh abs -0.2, PrPC surface inh -6.0, CCHF vOTU inh 5.8, 3CLpro inhibitor 1.5, SSB-PriA inh -10.6 and MazF activator 9.0.
For O=C(CN1C(=O)c2ccccc2S1(=O)=O)NCc1ccccn1 the results were Y pestis TopoI -5.3, Rv3671c inh 3.5, Vc quorum ag inactive, VHR inh abs -18.6, PrPC surface inh 0.5, CCHF vOTU inh -8.6, 3CLpro inhibitor -0.5, SSB-PriA inh -4.9 and MazF activator -5.7.
For COc1ccc(C2=NN(c3ccccc3)C(c3cccs3)C2)cc1 (configuration not stated) the results were Y pestis TopoI -1.3, Rv3671c inh -1.1, Vc quorum ag inactive, VHR inh abs -5.3, PrPC surface inh -0.3, CCHF vOTU inh -15.8, 3CLpro inhibitor 2.5, TcdB inh 1.2, SSB-PriA inh -11.1 and MazF activator 3.0.
`C=CCN(C(=O)CN1CCOCC1)c1nc(C)c(-c2ccccc2)s1` gave Y pestis TopoI 10.8, Rv3671c inh -5.3, VHR inh abs 35.8, PrPC surface inh -11.0, CCHF vOTU inh 1.3, 3CLpro inhibitor 1.0, TcdB inh 0.7, SSB-PriA inh 11.0 and MazF activator -19.1.
Screening Cc1ccc(OCCNC(=O)c2ccc3c(c2)OCO3)cc1 returned Y pestis TopoI 13.7, Rv3671c inh 3.4, Vc quorum ag inactive, VHR inh abs 11.0, PrPC surface inh -3.8, CCHF vOTU inh 0.2, 3CLpro inhibitor 1.3, TcdB inh 0.3, SSB-PriA inh -18.7 and MazF activator 9.4.
`COc1ccc(OC)c(CNS(=O)(=O)c2cn(C)cn2)c1` gave Y pestis TopoI -5.7, Rv3671c inh -6.6, Vc quorum ag -0.4, VHR inh abs -6.0, PrPC surface inh 2.6, CCHF vOTU inh -1.7, 3CLpro inhibitor 2.7, TcdB inh -1.2, SSB-PriA inh -20.6 and MazF activator 7.2.
`COc1nc(NC(C)C)nc(N(C#N)CN2C(=O)c3ccccc3S2(=O)=O)n1` gave Y pestis TopoI 5.4, Rv3671c inh -1.2, Vc quorum ag -0.2, VHR inh abs 12.5, PrPC surface inh -2.8, CCHF vOTU inh -11.9, 3CLpro inhibitor 1.6, TcdB inh 0.3, SSB-PriA inh -9.8 and MazF activator -2.5.
CC1CN(C(=O)CCS(=O)(=O)c2ccccc2)CC(C)O1 (configuration not stated) was read as Y pestis TopoI 0.4, Rv3671c inh 0.1, Vc quorum ag 3.3, VHR inh abs 6.9, PrPC surface inh -1.7, CCHF vOTU inh 1.5, 3CLpro inhibitor -1.1, TcdB inh -0.2, SSB-PriA inh -18.8 and MazF activator 0.4.
Screening CC(=O)Nc1ccc(C2=NNC(=Nc3cccc(S(=O)(=O)N(C)C)c3)SC2)cc1 returned Y pestis TopoI -1.8, Rv3671c inh -12.7, Vc quorum ag -1.1, VHR inh abs 15.1, 3CLpro inhibitor 8.6, SSB-PriA inh 53.1* and MazF activator -2.6.
`CC(C)CC(=O)c1c[nH]c(C(=O)N2CCN(Cc3ccccc3)CC2)c1` gave Y pestis TopoI -7.8, Rv3671c inh -1.9, Vc quorum ag 1.5, VHR inh abs 43.3, PrPC surface inh -0.7, CCHF vOTU inh 6.0, 3CLpro inhibitor 2.0, TcdB inh 1.3, SSB-PriA inh -13.9 and MazF activator -1.0.
`Cc1ccc(C2(c3ccccc3)NC(=O)N(CC(=O)N(C)C3CCS(=O)(=O)C3)C2=O)cc1C` (configuration not stated) gave Y pestis TopoI 18.9, Rv3671c inh -2.1, Vc quorum ag inactive, PrPC surface inh 11.2, CCHF vOTU inh 1.8, TcdB inh -1.0, SSB-PriA inh -18.1 and MazF activator 1.1.
